# Screening results: PubChem, several laboratories
# STEP inh = inhibitors of human striatal-enriched phosphatase STEP. 0.25% of 360,000 active. recombinant STEP, OMFP fluorogenic substrate, fluorescence. inhibition, % at 20 µM. P54829;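 active means inhibition at 20 µM, scaled per plate between control wells, above about 37%, limit read from the data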;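 further: 0% = DMSO with enzyme and substrate and 100% = substrate only without enzyme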
#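 System: STEP phosphatase, cell-free reaction; Buffer or medium: Bis-Tris pH 6.0 buffer with DTT, detergent; Incubation: 20 min at room temperature, dark; Measured by: fluorescence, 480/540 nm.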
# SUMO1 PPI mod = SUMO1-SIM interaction modulation; P63165; SUMO1 binding to a labelled peptide, TR-FRET, 1 h; inhibition, % at 20 µM; 0.33% of 360,000 active; AID 602429; in the data active means inhibition above about 37%
# Tb MetRS inh = blocks T. brucei methionyl-tRNA synthetase activity; purified T. brucei MetRS, ATP depletion, Kinase-Glo luminescence; inhibition, % at 11.9 µM; 0.4% of 360,000 active;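 active means inhibition above a per-plate cutoff of the control wells' mean inhibition plus 3 SD, cut at about 5.5% in these data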;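 further: 0% = DMSO wells median and 100% = median of wells with control inhibitor compound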
#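 technique = Kinase-Glo luminescence, ATP depletion format | system = purified MetRS (methionyl-tRNA synthetase) enzyme from Trypanosoma brucei | timing = 15 min preincubation, 2 h reaction, all 25 °C | evaluation = percent inhibition versus plate control medians | dosing = single dose, 11.9 µM final nominal, 0.9% final DMSO | also added = substrates ATP, L-methionine and bulk Escherichia coli tRNA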
# MsrA inh = inhibitors of bovine MsrA | purified bovine MsrA, absorbance read-out | AID 651718 | inhibition, % at 15.5 µM | 0.75% of 360,000 active; in the data active means inhibition above about 4.5%;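 further: 0% = vehicle wells with enzyme and 100% = reference inhibitor wells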
# bovine MsrA act = activates bovine MsrA enzyme; purified bovine MsrA, absorbance read-out; activation, % at 10.6 µM; 0.3% of 360,000 active; in the data active means activation above about 7.5%;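 further: 0% = vehicle and 100% = reference activator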
# LMPTP inh = blocks human LMPTP phosphatase | inhibition, % at 20 µM | recombinant LMPTP-A, OMFP fluorogenic substrate, fluorescence intensity | 0.22% of 360,000 active | AID 651560 | P24666;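 active means compounds that cut the enzyme signal by at least half of the control window in the single-dose screen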;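 further: plate controls were DMSO wells with enzyme plus substrate for no effect and substrate without enzyme for full effect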
#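 material = LMPTP-A | quantity = 0.625 nM enzyme | reagent = OMFP substrate, 400 µM final | buffer or medium = Bis-Tris pH 6.0, DTT, detergent | detection = endpoint fluorescence intensity from OMFP dephosphorylation | dosing = single 20 µM dose | read-out basis = % inhibition relative to no-enzyme and uninhibited control wells | control set = no-enzyme and uninhibited controls | timing = 50 min at room temperature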
# DNMT1 inh = blocks human DNA methyltransferase DNMT1. DNMT1 molecular beacon, Hinp1I cleavage, fluorescence. P26358. inhibition (reported as % activation of signal), % at 10 µM. 0.83% of 360,000 active; in the data active means inhibition above about 50%
# Scp-1 inhibitor = Scp-1 (human) phosphatase inhibition; 0.88% of 340,000 active; inhibition, % at 20 µM; Recombinant Scp1, phosphopeptide, malachite green phosphate absorbance; Q9GZU7;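 active means inhibition above about 50% at 20 µM, limit read from the data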;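 further: plate controls were DMSO wells with enzyme for no effect and wells lacking enzyme for full effect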
# Target sequence (Q9GZU7 76-261 limits assumed): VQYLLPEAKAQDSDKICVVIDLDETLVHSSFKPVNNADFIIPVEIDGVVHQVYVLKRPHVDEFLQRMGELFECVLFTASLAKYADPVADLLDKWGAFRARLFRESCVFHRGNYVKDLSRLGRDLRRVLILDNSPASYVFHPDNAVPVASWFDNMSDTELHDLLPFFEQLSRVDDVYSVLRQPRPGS
#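 assay system = SCP-1 phosphatase catalytic domain, residues 76-261 | buffer or medium = 50 mM Tris acetate pH 5.5, 0.005% Tween-20, 10 mM MgCl2 | incubation = enzyme reaction 45 min at room temperature, colour 5 min, stabilisation 30 min | signal = Phosphate-binding colour reagent, absorbance read at 630 nm | measure = % inhibition at 20 µM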
# eLon inh = inhibitors of E. coli Lon protease | P0A9M0 | purified E. coli Lon protease, fluorescence polarization | inhibition, % at 7.94 µM | 0.42% of 360,000 active | AID 602123; in the data active means inhibition above about 13%, passing the limit was not always enough;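 further: 0% = enzyme with probe and DMSO and 100% = no enzyme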
# NRP1-CendR mod = NRP-1/CendR interaction modulation. O14786. FAM-RPARPAR peptide binding to NRP-1, fluorescence polarization. inhibition, % at 25 µM. 0.85% of 360,000 active. AID 602438;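 active means inhibition or corrected inhibition above about 18%, plus a signal ratio from 0.5 to 1.5, limit read from the data, passing the limit was not always enough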; further: strong numbers were not always called active
# Target sequence (O14786 whole entry, looked up): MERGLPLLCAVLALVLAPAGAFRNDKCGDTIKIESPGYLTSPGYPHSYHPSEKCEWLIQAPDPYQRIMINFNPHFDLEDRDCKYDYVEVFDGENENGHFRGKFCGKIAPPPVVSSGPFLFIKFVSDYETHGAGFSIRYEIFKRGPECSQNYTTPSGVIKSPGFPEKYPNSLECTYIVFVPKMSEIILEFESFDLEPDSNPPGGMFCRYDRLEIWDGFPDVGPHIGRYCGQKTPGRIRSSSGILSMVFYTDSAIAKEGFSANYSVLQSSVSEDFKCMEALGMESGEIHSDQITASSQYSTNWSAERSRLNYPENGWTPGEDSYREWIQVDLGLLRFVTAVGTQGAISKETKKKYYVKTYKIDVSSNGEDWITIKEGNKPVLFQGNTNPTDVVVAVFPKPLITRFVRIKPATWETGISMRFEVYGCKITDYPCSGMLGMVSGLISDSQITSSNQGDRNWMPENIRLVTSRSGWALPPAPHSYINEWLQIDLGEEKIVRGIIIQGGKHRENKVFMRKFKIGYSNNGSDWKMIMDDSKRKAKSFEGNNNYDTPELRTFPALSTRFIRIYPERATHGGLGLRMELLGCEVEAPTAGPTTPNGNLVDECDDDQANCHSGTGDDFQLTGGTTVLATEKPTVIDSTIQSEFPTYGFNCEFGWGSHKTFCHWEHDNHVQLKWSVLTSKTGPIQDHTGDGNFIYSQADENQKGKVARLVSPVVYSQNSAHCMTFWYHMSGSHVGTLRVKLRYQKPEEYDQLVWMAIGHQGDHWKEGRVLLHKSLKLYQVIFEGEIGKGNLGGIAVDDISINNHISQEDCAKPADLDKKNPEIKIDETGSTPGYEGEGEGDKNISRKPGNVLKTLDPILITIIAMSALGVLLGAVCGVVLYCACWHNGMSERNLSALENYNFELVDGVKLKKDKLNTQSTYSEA
# * = called active by the depositor; . = no result given.
Structure	bovine MsrA act	SUMO1 PPI mod	STEP inh	NRP1-CendR mod	Tb MetRS inh	LMPTP inh	DNMT1 inh	MsrA inh	Scp-1 inhibitor	eLon inh
COc1ccc(C(C2C(=O)CC(C)(C)CC2=O)C2C(=O)CC(C)(C)CC2=O)cc1COCC(F)(F)F	-4	6	1	4	-0.4	0.3	-2	-1.1	-9	-11
CCCCOc1ccc(C(=O)Nc2ccc3c(c2)C(=O)NC3=O)cc1	-7	0	3	-2	-0.3	0.9	34	-0.5	-6	-3
Cc1cc(C)nc(NC(=O)c2cc(-c3ccc4c(c3)OCO4)nc3ccccc23)c1	-2	-4	1	-13	-0.6	2.4	-2	1.4	2	-2
CC1=NNC(=O)C1CCC(=O)N/N=C(\C)c1ccc(Cl)cc1 (stereo not drawn)	20*	-2	2	-8	-0.2	0.4	-1	-0.2	3	-11
Cc1cc(C)n2nc(-c3cnn(C)c3C(F)(F)F)cc2n1	-3	5	-2	5	-0.9	-0.6	4	2.1	-6	-14
O=[n+]1cc(-c2ccc(Br)cc2)n([O-])c2c1CCC2	-3	-18	1	9	0.0	-1.6	0	1.0	-3	1
CCN(Cc1ccccc1)C(=O)Cc1c[nH]c2ccccc12	-3	4	-2	-85	-0.3	0.9	-5	1.4	-3	-7
CCCNC(=O)OCCC12CC3CC(CC(C3)C1)C2	-3	1	3	2	-0.1	2.9	8	-0.1	-4	-3
Cn1c(CC(=O)c2ccc(Br)cc2)[n+](C)c2ccccc21	-1	-1	-1	-4	0.2	-1.5	-2	-0.7	-2	-10
Cn1c(N/N=C2\CCCc3ccccc32)nc2c1c(=O)n(Cc1ccccc1)c(=O)n2C	7	2	-2	-12	0.5	4.1	-8	-0.1	-8	-8
C[C@@H]1CN([C@@H](C)CO)C(=O)Cc2cc(NS(=O)(=O)c3ccccc3)ccc2O[C@H]1CN(C)Cc1ccncc1	-1	5	0	8	-0.3	1.2	2	0.1	-6	-3
O=C(OCCCN=C1NS(=O)(=O)c2ccccc21)C1CC(=O)N(c2ccc(Cl)cc2)C1 (stereo not drawn)	-4	0	-3	-2	-0.5	0.5	1	0.9	-6	0
COc1ccc(CCNc2nc(-c3ccc(O)cc3)cs2)cc1OC	-2	-1	0	-1	0.1	1.1	-12	-0.3	-4	-4
COc1ncc(-c2c(-c3ccccc3OC)sc3ccccc23)cn1	-11	9	.	9	-1.5	0.5	.	0.7	.	0
CCOC(=O)CCCNC(=O)COC(=O)c1cccc(F)c1	-2	0	2	10	-0.7	-0.7	2	-0.1	-4	4
COCc1cc(C)c(C#N)c(=S)[nH]1	0	-2	-1	-12	-0.7	0.6	1	.	53*	3
O=C(Nc1ccc(N2CCOCC2)cc1)Nc1cnsn1	-1	-1	3	-7	4.3	-0.4	-9	0.6	3	0
Cc1cc(C)cc(N(CC(=O)NC2CCCC2)C(=O)CCC(=O)Nc2cc(C)ccn2)c1	-2	-3	2	4	0.8	-0.3	2	0.2	-2	0
Cc1cc(C)c(C#N)c(SCCS(=O)(=O)Cc2ccc(Cl)cc2)n1	1	-6	7	-2	0.3	0.2	13	0.6	-18	-2
Cc1cc(=O)oc2c(C)c(OC(C)C(=O)Nc3ccc(N4CCC(C)CC4)cc3)ccc12 (stereo not drawn)	-2	2	-1	-2	-0.9	3.0	-7	-0.4	-4	-9
CCOC(=O)c1c(-c2ccccc2)csc1NC(=O)c1ccc(S(=O)(=O)N2CCOCC2)cc1	-2	-3	4	-3	-0.5	0.5	1	1.9	-7	7
COc1ccc2ccccc2c1CN1CCSCC1	-3	-2	2	14	0.1	-2.4	-4	-0.7	-11	-1
O=C(NCc1ccccc1)c1ccc(S(=O)(=O)Nc2cccc(C(F)(F)F)c2)cc1	-2	0	-1	-16	0.3	4.4	-5	-0.4	-11	-1
O=[N+]([O-])c1nccn1C1C=CC(O)C(CO)O1 (stereo not drawn)	-3	-7	.	6	-0.5	-0.9	.	0.3	.	-10
Cc1cccc2c1cnn2C(=O)CCC(=O)NCC(C)c1ccccc1 (stereo not drawn)	-1	-2	2	-4	0.0	-0.6	4	0.6	-15	3
COc1ccccc1C(=O)OCC(=O)Nc1ccc(OC(F)F)cc1	-5	-3	-1	-6	0.4	-0.8	-1	0.4	-8	3
O=C(CSc1nnc(Cc2cccs2)n1-c1ccccc1)Nc1ccc2c(c1)OCCO2	-2	-2	5	7	-1.1	-0.8	-7	-0.8	6	-4
CN(Cc1cc2ccccc2[nH]c1=O)C(=O)COc1ccccc1	-4	3	-2	-6	0.4	-1.7	-2	1.4	-5	2
CC(C(=O)Nc1cc(Cl)cc(Cl)c1)N1CCCC1 (stereo not drawn)	-12	10	-6	0	-1.1	1.3	0	-0.1	2	-2
CCOC(=O)N1CCN(C(=O)c2nn(C)c3c2CSc2ccccc2-3)CC1	-1	-4	1	4	0.0	-2.0	-1	-0.6	-9	-4
Cc1ccc(S(=O)(=O)Nc2ccccc2CNc2cccc(C)n2)cc1	-4	-1	-5	-9	-0.2	1.2	-1	-0.6	-2	4
O=C(N=Nc1c(O)[nH]c2ccc(F)cc12)c1ccc(NS(=O)(=O)c2cccs2)cc1	-2	-4	2	9	-0.2	53*	48	1.8	-10	4
COc1ccc(-c2cnnc(N/N=C/c3ccc(OC)c(OC)c3)n2)cc1	-7	-13	2	-14	-0.8	-1.0	-6	1.5	-4	-3
C=CCCN([C@H](CO)Cc1ccccc1)S(=O)(=O)c1ccccc1Br	1	1	-1	2	0.8	2.3	2	-0.1	-7	4
Cc1ccnc(SCCn2c(N3CCOCC3)nc3c2c(=O)[nH]c(=O)n3C)n1	-4	-3	4	6	-0.2	-1.3	0	-0.3	-12	-5
O=C1[C@H]2[C@@H](c3ccc(F)cc3)N3C(=O)N(c4ccc(C(F)(F)F)cc4)C(=O)[C@@]3(Cc3ccccc3)[C@H]2C(=O)N1C1CCCCC1	-1	-4	-3	-1	-0.2	1.9	-1	0.8	-7	14
CCCS(=O)(=O)N1CCC(C(=O)NCCc2ccccc2)CC1	1	0	-1	2	3.3	-0.3	24	-0.3	1	-4
Cc1cc(C)n(-c2ccc(C(=O)O)cc2[N+](=O)[O-])n1	0	-4	1	5	-0.1	1.5	-2	-0.9	-4	4
Oc1ccccc1C1OCC2(CO1)COC(c1ccccc1O)OC2 (stereo not drawn)	-3	1	-3	-3	-0.5	-2.0	-2	-0.4	16	7
O=C(NCCN1CCN(c2ccccc2)CC1)C1CCN(S(=O)(=O)c2cccs2)CC1	-2	2	-5	-10	-0.8	-1.5	1	0.3	-9	-15
CN(C)CC1CCCCC1OC(=O)/C=C/c1ccc(Cl)cc1Cl (stereo not drawn)	4	8	-2	-5	9.0*	-1.3	0	0.0	-9	3
CCOC(=O)c1c(C)[nH]c(C(=O)COC(=O)C2CC2C)c1C (stereo not drawn)	-4	2	2	-1	-0.5	-0.5	1	-1.6	-2	-7
O=C1CC2CCCN2C=C1I (stereo not drawn)	1	-30	-3	4	-0.1	-3.1	0	0.3	97*	25
Cc1cccc(C(=O)NCC(=O)Nc2ccc(S(=O)(=O)Nc3nc(C)cc(C)n3)cc2)c1	4	1	1	15	0.3	-0.8	3	0.2	-8	-2
CN(C(=O)c1cccc(NC(=O)c2ccccc2)c1)C1CCCCC1	-2	6	0	-10	-0.2	0.5	1	-0.1	1	13
CCN1C(=O)S/C(=C/c2cn(C)c3ccccc23)C1=O	-3	-8	1	-3	-0.7	2.0	5	2.5	-8	0
CCOC(=O)C1=C(COC(=O)C(CC)Oc2ccccc2)NC(=O)NC1C (stereo not drawn)	-3	5	-2	3	-0.3	-0.3	3	-0.4	-1	-6
Cc1nn2c(-c3ccccc3)ccnc2c1-c1ccccc1	-3	-16	2	-3	-0.1	0.5	-7	0.9	-5	-1

# A stretch of the results above, for reference:
Structure	bovine MsrA act	SUMO1 PPI mod	STEP inh	NRP1-CendR mod	Tb MetRS inh	LMPTP inh	DNMT1 inh	MsrA inh	Scp-1 inhibitor	eLon inh
Cc1cccc(C(=O)NCC(=O)Nc2ccc(S(=O)(=O)Nc3nc(C)cc(C)n3)cc2)c1	4	1	1	15	0.3	-0.8	3	0.2	-8	-2
CN(C(=O)c1cccc(NC(=O)c2ccccc2)c1)C1CCCCC1	-2	6	0	-10	-0.2	0.5	1	-0.1	1	13

# Later entries:
Structure	bovine MsrA act	SUMO1 PPI mod	STEP inh	NRP1-CendR mod	Tb MetRS inh	LMPTP inh	DNMT1 inh	MsrA inh	Scp-1 inhibitor	eLon inh
Cc1ccn2c(=O)nc(SCC(=O)Nc3ccc4c(c3)OCCO4)nc2c1	-2	2	-2	-7	-0.4	3.9	1	0.2	4	0
O=C(CN(Cc1ccccc1)S(=O)(=O)c1ccc(Br)cc1)NCc1ccco1	1	-3	2	-7	0.0	1.1	-4	-0.6	-3	-12
CCN(CC)S(=O)(=O)c1cccc(C(=O)NC(C(=O)Nc2nnc(C3CC3)s2)C(C)C)c1 (stereo not drawn)	-8	0	-1	-3	-1.1	0.6	1	-1.2	-2	6
O=C(COC(=O)c1cc([N+](=O)[O-])ccc1NCCO)c1ccc(Cl)cc1	-1	-16	-1	2	0.3	1.2	-2	1.0	-3	2
COc1ccccc1C(=O)NCCC(=O)Nc1ccc(C)cn1	-4	10	-2	-8	-0.4	-1.5	2	-0.1	-10	-11
COc1ccc(NC(=O)C2C3C=CC4(O3)C2C(=O)N(CCCN2CCCC(C)C2)C4C(=O)NC2CCCCC2)cc1 (stereo not drawn)	-3	4	-2	3	-0.4	1.0	-1	0.0	-3	-1
Cc1nc(CC(=O)NNS(=O)(=O)c2cccc(Cl)c2Cl)cs1	-7	16	-3	0	0.4	-0.4	-5	0.2	10	10
COc1cc(NC(=O)Cn2ncc3c2-c2ccccc2OC3)cc(OC)c1OC	2	4	-2	-2	0.0	0.1	-1	1.3	-9	-6
Cc1ccc(NS(=O)(=O)c2ccc(Cl)s2)nc1	-4	0	-5	8	-0.5	-0.8	-5	-0.1	0	-10
Cc1ccc(S(=O)(=O)N(C)C)cc1NC(=O)COC(=O)Cc1cccs1	-2	3	-1	17	-0.4	-0.1	0	-0.4	0	-13
Cc1ccc(NC(=O)C2CCN(S(=O)(=O)c3ccc4c(c3)NC(=O)C(C)S4)CC2)c(Cl)c1 (stereo not drawn)	-4	3	-1	-22	1.2	2.0	-2	0.0	-8	-30
Cc1ccc(C)c(S(=O)(=O)N2CCN(C(=O)CSC(=S)N3CCCC3)CC2)c1	0	2	0	-12	-0.3	1.6	1	-0.7	-3	0
CCn1cc(CN2CCN(Cc3cccc(OC)c3)C(CCO)C2)c(C)n1 (stereo not drawn)	-2	-2	2	2	-0.1	-1.0	-2	-0.7	-9	-1
